L major viab = reduces viability of Leishmania major promastigotes. resazurin fluorescence viability. inhibition, % at 10 µM. hit rate 9% among 200,000. AID 1063; in the data active = inhibition above about 50%;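 note: promastigotes grown with compound for 44 hours at 28 °C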
DTT redox prof = compounds producing H2O2 with reducing agent – biochemical, NIH compound library profiling, artefact control for MLSCN library redox annotation, primary screen. DTT-dependent redox cycling H2O2, phenol red/HRP absorbance; 100% = 100 µM peroxide control, 0% = buffer. hit rate 0.03% among 200,000. activation, % at 10 µM. AID 878;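 active = activation of at least 50% relative to the plate's high and low controls in the primary single-dose screen; inactive = activation below 50%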;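 note: compound incubated with DTT at 0.8 mM final as the reducing agent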
S1P3 antag = blocks the human S1P3 receptor; Q99500; CHO S1P3 NFAT-BLA reporter, FRET fluorescence, antagonist mode; inhibition, % at 4.98 µM; hit rate 0.27% among 170,000; AID 485;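 active = inhibition above the plate cutoff, the mean inhibition of test wells on that plate plus 3 SD, cut at about 28% in these data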;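 note: cells challenged with S1P at its EC80 of 0.8 µM; blue over green emission ratio from cleaved BLA substrate after 4 h stimulation; 0% = S1P-stimulated wells and 100% = unstimulated DMSO-only wells; some compounds past the cut are filed as inactive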
Target sequence (Q99500 whole entry, looked up): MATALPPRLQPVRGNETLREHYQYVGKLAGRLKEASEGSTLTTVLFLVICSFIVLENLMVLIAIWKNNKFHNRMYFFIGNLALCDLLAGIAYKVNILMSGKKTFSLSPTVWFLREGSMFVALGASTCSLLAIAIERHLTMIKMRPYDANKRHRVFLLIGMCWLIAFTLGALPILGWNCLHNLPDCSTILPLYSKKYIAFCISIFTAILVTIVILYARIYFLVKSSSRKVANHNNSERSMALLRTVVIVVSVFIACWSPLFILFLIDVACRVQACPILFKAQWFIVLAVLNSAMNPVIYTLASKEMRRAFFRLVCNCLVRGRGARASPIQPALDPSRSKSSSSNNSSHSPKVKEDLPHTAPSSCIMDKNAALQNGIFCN
Hsp70 act = transcriptional activators of Hsp70; activation, % at 10 µM; HeLa Hsp70 promoter luciferase reporter, luminescence; scaled: vehicle 0, proteasome-inhibitor control 100%; hit rate 0.04% among 200,000; AID 1203;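 active = activation above the mean across all tested compounds plus 3 SD, cutoff set per campaign, cut at about 5.5% in these data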;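 note: 100% = MG132 at 30 µM as the positive control and 0% = DMSO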
* hit, by the source's call; · = no result given. Only part of the results is shown. The share of hits here may be higher or lower than overall.

| no. | Structure | L major viab | DTT redox prof |
| --- | --- | --- | --- |
| 1 | CCCCn1c(O)c(/C=N/N2CCOCC2)c(=O)[nH]c1=S | · | · |
| 2 | O=C(Nc1ccc(Cl)cc1)OC1CN2CCC1CC2 (stereo unspecified) | · | · |
| 3 | CCCCCOc1ccc(C)cc1CN(CCCl)CCCl | · | · |
| 4 | CCOc1cc(/C=C2\C(=O)NC(=O)N(CCc3ccc(F)cc3)C2=O)ccc1O | · | · |
| 5 | CCN(CC)c1ccc(N=Cc2c(O)n(-c3ccccc3)c(=O)[nH]c2=O)cc1 | · | · |
| 6 | CCN(CC)C(=O)c1ccc2c(c1)C1C(Cl)C(Sc3ccccc3[N+](=O)[O-])CC1C(C(=O)O)N2 (stereo unspecified) | · | · |
| 7 | CCOC(=O)C1=C(N)OC2=C(C(=O)CCC2)[C@]12C(=O)N(CC(N)=O)c1ccccc12 | · | · |
| 8 | O=C(Nc1nccs1)c1c(O)c2c(n(Cc3ccco3)c1=O)CCCC2 | · | · |
| 9 | O=c1[nH]c(O)c(C=NC2CCCCC2)c(=O)[nH]1 | · | · |
| 10 | CCOc1ccc(Cl)cc1CNCCc1ccccc1F | · | · |
| 11 | Cn1c(O)c(C(=Nc2ccc(F)cc2)c2ccccc2Cl)c(=O)n(C)c1=O | · | · |
| 12 | O=c1[nH]c(=O)n(-c2cccc3ccccc23)c(O)c1/C=N/N1CCCCCC1 | · | · |
| 13 | C=CCn1c(O)c(C(CC)=NCCN2CCN(C(=S)NC)CC2)c(=O)[nH]c1=O | · | · |
| 14 | CCOc1ccc(N=Cc2c(O)n(-c3ccc(C)c(C)c3)c(=O)[nH]c2=O)cc1 | · | · |
| 15 | O=C1/C(=C\c2cccnc2)N2CCC1CC2 | · | · |

| no. | S1P3 antag | Hsp70 act |
| --- | --- | --- |
| 1 | 0 | · |
| 2 | -4 | · |
| 3 | -9 | · |
| 4 | -4 | · |
| 5 | -2 | · |
| 6 | 3 | · |
| 7 | -5 | · |
| 8 | 7 | · |
| 9 | 0 | · |
| 10 | -10 | · |
| 11 | 7 | · |
| 12 | -2 | · |
| 13 | -1 | · |
| 14 | -18 | · |
| 15 | -7 | · |

Brought forward from above: 3 entries; new compounds follow.
| no. | Structure | L major viab | DTT redox prof |
| --- | --- | --- | --- |
| 13 | C=CCn1c(O)c(C(CC)=NCCN2CCN(C(=S)NC)CC2)c(=O)[nH]c1=O | · | · |
| 14 | CCOc1ccc(N=Cc2c(O)n(-c3ccc(C)c(C)c3)c(=O)[nH]c2=O)cc1 | · | · |
| 15 | O=C1/C(=C\c2cccnc2)N2CCC1CC2 | · | · |
| 16 | CCC1(OC(=O)CN)C(=O)OCc2c1cc1n(c2=O)Cc2cc3ccccc3nc2-1 (stereo unspecified) | · | · |
| 17 | CN(C)c1ccc(C(=O)N/N=C/C23CC[C@@H](O)CC2(O)CC[C@@H]2[C@@H]3CCC3(C)C(C4=CC(=O)OC4)CCC23O)cc1 (stereo partly specified) | · | · |
| 18 | c1ccc(NC2=NCCS2)cc1 | · | · |
| 19 | COC(=O)C(O)(c1ccc(NC(=O)c2ccccc2)cc1)C(F)(F)F (stereo unspecified) | · | · |
| 20 | Cc1c(C(=O)c2ccccc2)c2ccccc2n1C | · | · |
| 21 | CN1CCC(c2c[nH]c3ccccc23)C1 (stereo unspecified) | · | · |
| 22 | CCn1c(O)c(C=NCCN2CCOCC2)c(=O)[nH]c1=S | · | · |
| 23 | O=[N+]([O-])c1cc(-n2cnnn2)c(O)c([N+](=O)[O-])c1 | · | · |
| 24 | O=C(c1ccc2nc3ccc(Cl)cc3c(=O)n2c1)N1CCC2(CC1)OCCO2 | -1 | 1.1 |
| 25 | Cc1cc(/C=C2/C(=O)NC(=O)N(c3ccccc3)C2=O)c(C)n1-c1ccc(F)cc1 | 0 | 0.2 |
| 26 | CC1C(c2cccs2)=[N+]([O-])C(C)(C(=O)c2ccc(F)cc2)N1O (stereo unspecified) | -2 | 2.3 |
| 27 | CCOC(=O)c1c(-n2c(C)cc(/C=C3/C(=O)NC(=O)N(CC)C3=O)c2C)sc2c1CCCC2 | 96* | -2.6 |

| no. | S1P3 antag | Hsp70 act |
| --- | --- | --- |
| 13 | -1 | · |
| 14 | -18 | · |
| 15 | -7 | · |
| 16 | 15 | · |
| 17 | -6 | · |
| 18 | -1 | · |
| 19 | -8 | · |
| 20 | 2 | · |
| 21 | 4 | · |
| 22 | -6 | · |
| 23 | 6 | · |
| 24 | · | -0.1 |
| 25 | · | 0.2 |
| 26 | · | 0.2 |
| 27 | · | -0.2 |

Exported with tabs: part of the list above.
#	structure	L major viab	DTT redox prof	S1P3 antag	Hsp70 act
17	CN(C)c1ccc(C(=O)N/N=C/C23CC[C@@H](O)CC2(O)CC[C@@H]2[C@@H]3CCC3(C)C(C4=CC(=O)OC4)CCC23O)cc1 (stereo partly specified)	·	·	-6	·
24	O=C(c1ccc2nc3ccc(Cl)cc3c(=O)n2c1)N1CCC2(CC1)OCCO2	-1	1.1	·	-0.1
22	CCn1c(O)c(C=NCCN2CCOCC2)c(=O)[nH]c1=S	·	·	-6	·
26	CC1C(c2cccs2)=[N+]([O-])C(C)(C(=O)c2ccc(F)cc2)N1O (stereo unspecified)	-2	2.3	·	0.2

Bioassay records deposited in PubChem BioAssay by several laboratories.
